TAAR1 antag: human TAAR1 antagonism. Q96RJ0. CHO RD-HGA16 TAAR1, Fluo-8 calcium fluorescence, antagonist. inhibition, % at 3 µM. 360,000 tested, 1.5% active. AID 624466;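 active means inhibition above a per-plate cutoff, the mean inhibition of test compounds on that plate plus 3 SD, cut at about 49% in these data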;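 further: 0% = DMSO plus EC80 beta-PEA response and 100% = DMSO alone without agonist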
Target sequence (Q96RJ0 whole entry, looked up): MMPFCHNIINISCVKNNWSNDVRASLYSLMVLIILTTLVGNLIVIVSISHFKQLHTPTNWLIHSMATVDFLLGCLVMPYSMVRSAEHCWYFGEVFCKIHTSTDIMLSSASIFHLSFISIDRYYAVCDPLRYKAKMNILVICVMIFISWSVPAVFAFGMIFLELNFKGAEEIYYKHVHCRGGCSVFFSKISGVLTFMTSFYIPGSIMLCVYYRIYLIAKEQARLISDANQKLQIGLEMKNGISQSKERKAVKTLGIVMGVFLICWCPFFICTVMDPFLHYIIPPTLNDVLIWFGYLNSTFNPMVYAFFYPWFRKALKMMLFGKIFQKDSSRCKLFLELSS
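Test system: RD-HGA16 CHO cells with stable hTAAR1 and Gα16 / Probe or stimulus: EC80 β-phenethylamine stimulus / Times: seeding 17-24 h prior, 75-min 37 °C, 30-min RT dye loading / Detection: Fluo-8 calcium-sensitive fluorescence / Read-out basis: % inhibition scaled between DMSO and EC80 PEA controls / Repeats: singlicate, one well per test compound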
M1 ag parental: nonselective activator or artifact in parental CHO-K1 cells. 360,000 tested, 0.48% active. AID 602248. activation, % at 3 µM. Fluo-8 calcium fluorescence; scaled to maximal ATP response, vehicle zero; in the data active means activation above about 15%;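 further: untransfected CHO-K1 host cells lacking M1 receptor as counterscreen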
CHO parental Ca: counter-screen for OX1R antagonists: effect in parental CHO cells. parental CHO-K1, ATP-induced calcium, Fluo-8 fluorescence. inhibition, % at 5.6 µM. 330,000 tested, 0.63% active. AID 463079;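 active means inhibition above that plate's mean sample inhibition plus 3 SD, cut at about 26% in these data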;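 further: 0% = ATP-challenged DMSO wells and 100% = DMSO wells without ATP; some compounds past the cut are filed as inactive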
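test system = CHO parental line | reagent = ATP stimulus | measured by = intracellular calcium via Fluo-8 no-wash fluorescent dye | control set = ATP and no-ATP DMSO wells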
CHRM1 antagonist: human CHRM1 antagonism; AID 588852; P11229; 360,000 tested, 1.3% active; inhibition, % at 3 µM; CHO-K1 hM1, Fluo-8 calcium fluorescence, ACh EC80 antagonist;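 active means percent inhibition above its own plate's cutoff, namely the mean of that plate's compound wells plus 3 SD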;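 further: peak over basal fluorescence ratio during 140 s after agonist addition; 0% = ACh EC80 plus DMSO and 100% = DMSO alone without agonist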
Target sequence (P11229 whole entry, looked up): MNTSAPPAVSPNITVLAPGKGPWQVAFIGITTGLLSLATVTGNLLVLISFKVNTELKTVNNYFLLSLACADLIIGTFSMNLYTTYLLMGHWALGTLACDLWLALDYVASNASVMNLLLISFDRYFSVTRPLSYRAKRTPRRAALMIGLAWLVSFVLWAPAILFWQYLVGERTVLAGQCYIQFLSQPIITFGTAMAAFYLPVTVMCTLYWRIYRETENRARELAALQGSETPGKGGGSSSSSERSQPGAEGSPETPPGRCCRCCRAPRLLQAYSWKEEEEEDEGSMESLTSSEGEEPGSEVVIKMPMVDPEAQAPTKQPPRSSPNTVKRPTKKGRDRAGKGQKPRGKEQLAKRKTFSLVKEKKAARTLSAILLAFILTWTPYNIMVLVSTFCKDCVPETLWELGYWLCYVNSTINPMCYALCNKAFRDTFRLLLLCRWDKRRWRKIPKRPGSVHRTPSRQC
CHO-K1 Ca antag: nonselective inhibitor or artifact in parental CHO-K1 cells | 360,000 tested, 0.6% active | inhibition, % at 3 µM | ATP-induced calcium, Fluo-8 fluorescence;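 active means inhibition above a per-plate cutoff, the plate's mean sample inhibition plus 3 SD, cut at about 24% in these data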;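 further: 0% = DMSO plus EC80 ATP and 100% = DMSO alone without ATP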
M1 ag: activates human CHRM1 receptor; CHO-K1 hM1, Fluo-8 calcium fluorescence, agonist mode; 0% DMSO, 100% acetylcholine EC100; 360,000 tested, 0.33% active; P11229; activation, % at 3 µM;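 active means activation above the run's mean compound activation plus 3 SD, cut at about 16% in these data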;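 further: peak over basal fluorescence ratio within a 140 s kinetic read after compound addition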
M1 PAM parental: counter-screen for M1 PAMs: effect in parental CHO-K1 cells. ATP EC20, Fluo-8 calcium fluorescence; 0% at ATP EC20, 100% at ATP max. activation, % at 3 µM. 360,000 tested, 0.02% active;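 active means activation above the run cutoff, the mean activation of all test compounds plus 3 SD, cut at about 40% in these data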;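 further: peak over basal fluorescence ratio in a 140 s read after ATP addition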
TAAR1 ag: human TAAR1 agonism; Q96RJ0; CHO RD-HGA16 TAAR1, Fluo-8 calcium fluorescence; vehicle wells 0%, saturating PEA agonist 100%; activation, % at 3 µM; 360,000 tested, 0.99% active; AID 624467;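 active means activation above the mean activation of all test compounds in the run plus 3 SD, cut at about 38% in these data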
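Test system: RD-HGA16 (CHO) cells co-expressing Gα16 and hTAAR1; dosing: one-point dosing at 3 µM (nominal); timing: 17-24 h seeding, 75 min 37 °C dye, 30 min RT; signal: kinetic Fluo-8 calcium fluorescence; read-out basis: % activation relative to PEA EC100 response; controls: DMSO and PEA EC100; replicates: n 1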
CHRM1 PAM: positive allosteric modulators of human M1 muscarinic receptor; AID 588819; P11229; activation, % at 3 µM; 360,000 tested, 0.088% active; CHO-K1 hM1, Fluo-8 calcium fluorescence, ACh EC20; 0% = ACh EC20, 100% = maximal ACh; in the data active means activation above about 19%, passing the limit was not always enough
Active calls of the source: *; . = no result given; & = joins results of further samples.

SMILES	M1 ag	TAAR1 ag	CHRM1 PAM	CHO parental Ca	M1 ag parental	TAAR1 antag	CHO-K1 Ca antag	CHRM1 antagonist	M1 PAM parental
CCC1=C(c2ccc(OC)cc2)CCC(C(=O)O)C1C (stereo unspecified)	-4.4	2.5	2.2	.	-0.2	-39.9	2.8	-2.5	-16.7
Cc1cc(C)c(C(=O)CSc2n[nH]c(=O)n2C2CC2)cc1C	-1.2	15.9	-2.6	2.5	3.2	0.9	-6.7	3.7	-1.3
CCOC(=O)C1CCN(S(=O)(=O)c2ccc3oc(=O)ccc3c2)CC1	-1.0	-1.7	9.7	-5.1	1.1	-4.2	4.4	2.1	-23.1
CS(=O)(=O)N1CCN(c2nc3ccccc3s2)CC1	-2.3	1.9	1.6	-10.4	0.3	0.5	-15.3	-19.9	8.7
CCC(C)c1ccc(NC(=S)NCc2cccs2)cc1 (stereo unspecified)	-2.5	8.8	-1.8	-15.9	1.1	25.5	-3.5	-3.1	0.3
CS(=O)(=O)N(CC(=O)NCCSCc1c(F)cccc1Cl)c1cccc([N+](=O)[O-])c1	8.4	0.6	12.5	-12.4	-0.3	5.1	1.7	2.3	0.3
CC(=O)Nc1ccc(-c2ccnc3c2CC(C(=O)NC(C)C)O3)cc1 (stereo unspecified)	-0.7	1.0	0.7	.	0.0	-10.0	-13.2	1.8	16.2
Cc1ccc(OCc2nnc(SCC(=O)c3ccccc3)n2Cc2ccco2)cc1	-1.8	5.7	4.3	-10.1	0.6	37.2	-4.6	2.1	17.1
Nc1ccn([C@@H]2O[C@H](C(=O)Nc3ccc(C(=O)N4CCCCC4)cc3)[C@@H](O)[C@H]2O)c(=O)n1	-2.5	0.1	-0.5	.	0.5	-0.7	-15.8	-14.5	15.3
Cc1cccc(CCNS(=O)(=O)c2cc3c(cc2C)NC(=O)CO3)c1	2.3	14.6	2.4	-19.1	5.3	5.8	-4.5	-0.9	19.1
O=C(Cc1ccccc1)N/N=C/c1ccc(Cl)cc1Cl	-0.1	2.3	-0.1	-25.0	0.4	18.9	-4.8	-0.5	-2.4
Nc1cc(=O)[nH]c(SCC(=O)Nc2ccc(N3CCOCC3)cc2)n1	-3.7	4.1	3.6	6.6	0.8	-3.5	-20.3	-4.2	21.9
CCOC(=O)c1c(NC(=O)CSc2ncnc3ccccc23)sc(C)c1C	-5.8	-1.1	-2.6	-17.2	0.1	-13.5	-2.4	-1.6	11.5
CC(C)Nc1nnc(SCC(=O)c2c(N)n(Cc3ccccc3)c(=O)n(C)c2=O)s1	-4.2	8.2	-2.0	-28.7	1.7	13.2	-1.4	6.3	11.0
Cc1ccc(NC(=O)CSC2=C(C#N)C(c3ccco3)CC(=O)N2)cc1 (stereo unspecified)	0.8	14.0	7.0	-9.6	1.2	6.0	19.4	-1.6	1.9
Cc1ccc(S(=O)(=O)NNC(=O)C2COc3ccccc3O2)cc1 (stereo unspecified)	-5.4	0.1	5.0	-6.3	1.2	4.1	-2.0	0.9	24.5
CSCc1nc2sc(C(=O)Nc3nc(C)cs3)c(C)c2c(=O)[nH]1	-7.9	0.5	9.2	-7.1	13.6	-6.6	-9.2	-4.9	17.9
CCN(C[C@H]1N[C@@](C)(C(=O)OC)[C@H]2C(=O)N(Cc3ccccc3)C(=O)[C@@H]12)C(=O)Nc1ccc(OC)cc1	-1.6	0.1	16.4	-17.8	0.5	-9.9	-19.7	-15.6	21.9
CCOCCCN1CC(C(=O)NCCc2ccc(C)cc2)CC1=O (stereo unspecified)	-2.6	3.1	9.0	-10.1	1.9	2.4	-2.5	-14.8	25.9
CCN(CC)CCNC(=O)COc1ccc(OC)cc1	-5.4&-5.4	0.4&1.2	2.5&1.2	-1.9&-7.3	0.0&1.3	-14.0&-4.3	-8.2&-0.8	-22.3&5.2	8.0&1.2
CC(Oc1ccc(Cl)cc1)C(=O)NCCN1C(=O)S/C(=C\c2cccnc2)C1=O (stereo unspecified)	-4.4	11.5	-9.0	-23.5	7.9	4.8	-5.7	12.7	2.1
N#C/C(=C\c1cc(O)c(O)c(O)c1)C(N)=O	-2.9	-0.1	13.9	-5.9	0.6	-10.6	-2.1	-13.8	-2.8
CCOc1ccc(NC(=O)c2c3c(nc4ccccc24)CCC3)cc1	-5.7	10.0	-4.5	-25.4	-0.1	-3.6	-5.1	14.7	-3.7
O=C(NC(=S)NCCc1ccccc1)C1CCCCC1	-7.8	1.8	4.4	-27.6	1.5	-34.2	4.7	-11.3	20.1
Cc1ccc2sc(N(CCCN(C)C)C(=O)c3ccc(S(=O)(=O)N(C)C)cc3)nc2c1C	-10.0	9.8	5.8	-15.5	1.1	4.8	-1.8	5.4	14.9
O=C(O)CSCC(=O)N1CCN(c2ccnc3cc(Cl)ccc23)CC1	1.4	.	15.1	-12.0	-0.6	.	12.5	-6.6	-7.7
COc1ccc(N(C(=O)CNC(=O)c2ccco2)C(C(=O)NC2CCCC2)c2ccncc2)cc1 (stereo unspecified)	-5.9	6.7	6.0	-11.6	-0.4	-1.2	20.3	-2.9	-11.2
Cc1cccc(NC(=O)C2CCCN2C(=O)OCC(C)C)c1C (stereo unspecified)	-2.0	2.4	9.2	-17.0	0.7	12.1	13.7	-9.0	6.5
CCOC(=O)CNC(=O)N1CCCC(C(=O)c2cccc(Cl)c2)C1 (stereo unspecified)	-8.3	6.9	6.8	-3.4	11.5	-10.6	1.9	-4.5	10.2
C=CCOC(=O)C1=C[C@H](c2cn(C(C)=O)c3ccccc23)[C@@H](CCCO)[C@H](OCC)O1	1.6	7.2	2.5	-13.0	-0.5	-14.2	0.3	1.4	-0.8

Going on with the list.
SMILES	M1 ag	TAAR1 ag	CHRM1 PAM	CHO parental Ca	M1 ag parental	TAAR1 antag	CHO-K1 Ca antag	CHRM1 antagonist	M1 PAM parental
COC(=O)c1sccc1NC(=S)N1CCCCC1C (stereo unspecified)	-4.8	0.5	2.8	-7.1	-0.1	-15.2	-15.5	-6.4	19.9
O=C(NCCO)OC1CC2CC1[C@H]1CCCCN1C2=O (stereo partly specified)	.	0.4	.	.	0.3	6.0	-7.9	.	-3.8
O=C(NCc1ccco1)c1ccc2ccccc2c1	-5.8	12.9	-7.4	-6.6	0.1	0.5	11.0	4.8	5.7
COc1ccc(NC(=O)c2cccnc2N2CCOCC2)cc1	-3.6	1.8	8.6	-5.8	1.9	2.3	-14.2	-11.9	19.5
Cc1ccc(NC(=O)CSc2nc3nc(C)c(Br)cc3[nH]2)cc1F	-2.4	11.6	-0.7	-16.5	2.4	-29.1	-13.8	-0.4	2.6
CCCCCC(=O)N1C[C@@H](O)[C@H](n2cc(COC(=O)c3ccccc3)nn2)C[C@@H]1c1ccc(Cl)cc1	-1.4	0.2	2.4	.	0.3	13.1	-2.2	-6.6	6.3
CC(C1CC1)N(Cc1ccccc1)C(=S)Nc1cccc(C(F)(F)F)c1 (stereo unspecified)	-8.8	3.6	-19.9	-22.4	2.8	14.4	-3.7	12.4	20.1
C=CCn1c(SCC(=O)Nc2cc(C)ccc2OC)nnc1-c1ccco1	-1.3	12.2	5.7	-13.6	0.8	9.0	-20.7	-11.9	22.5
O=C(Nc1c2c(nn1-c1ccccc1)CS(=O)(=O)C2)c1ccccc1C(F)(F)F	-1.2	2.1	1.3	-4.6	9.0	-11.3	4.8	7.8	1.7
CC1CCN(S(=O)(=O)c2cccc(C(=O)NC3CCCC3)c2)CC1	-0.1	5.2	6.0	-12.9	6.6	-24.1	-4.2	-11.7	0.1
CCOC(=O)N1CCN(c2ccc(S(=O)(=O)N3CCOCC3)cn2)CC1	-1.5	3.2	9.6	0.2	0.1	-14.5	7.0	-20.4	15.0
O=C(Nc1ccc2nc(-c3cccnc3)[nH]c2c1)C12CC3CC(CC(C3)C1)C2	0.3	7.2	-0.2	-7.0	3.1	28.0	-9.1	0.7	18.4
NS(=O)(=O)c1ccc(S(=O)(=O)N(CCc2ccccc2)Cc2ccccn2)cc1	1.6	3.5	4.8	-4.0	0.7	21.6	14.0	-14.8	-3.7
CC1CCC2(CC1)NC(=O)N(CC(=O)c1cn(CCC#N)c3ccccc13)C2=O (stereo unspecified)	-4.3	0.5	8.2	-15.3	1.1	4.0	-2.9	-5.4	25.3
COc1ccc(OC)c(NC(=O)CSc2nncc3ccccc23)c1	4.7	2.8	10.4	-5.1	1.5	3.0	0.4	-2.2	-6.5
Cc1ccc(Cl)cc1NC(=S)NCc1cccn1C	-10.1	0.9	9.6	-23.3	1.8	-3.6	-8.4	-5.1	20.9
COc1ccccc1CCC(=O)Oc1ccc(C#N)cc1OC	-2.0	-2.5	13.4	.	0.0	-6.4	-9.2	-17.9	9.2
COc1ccc(CNC(=O)C2CCCN(S(=O)(=O)c3ccc4c(c3)CCCN4C(C)=O)C2)cc1 (stereo unspecified)	0.8	2.2	0.4	4.2	12.8	-10.8	-22.6	-2.7	27.0
C/C(=N\NC(=O)c1ccc2c(c1)OCO2)c1ccc(NC(=O)CCCC(=O)O)cc1	-0.1	-0.2	5.5	.	-0.4	-6.9	11.8	-7.3	-12.3
COc1ccc(C2Nc3ccccc3C(=O)N2c2ccc(C)cc2)cc1COc1ccccn1 (stereo unspecified)	-9.9	-2.4	-5.6	-3.2	0.4	-7.7	-3.2	0.1	4.4
COc1ccc(S(=O)(=O)N2CCc3ccccc32)cc1C(=O)N1CCN(C=O)CC1	-3.2	2.9	-2.5	-7.4	0.2	-6.8	-13.9	5.1	-9.1
Cc1c(Br)c([N+](=O)[O-])nn1CCCC(=O)Nc1sc2c(c1C#N)CCC2	-10.2	0.8	-3.4	-7.5	2.0	-2.9	-4.5	3.0	17.3

Five entries from above, with values under each structure:
Order of values: M1 ag	TAAR1 ag	CHRM1 PAM	CHO parental Ca	M1 ag parental	TAAR1 antag	CHO-K1 Ca antag	CHRM1 antagonist	M1 PAM parental
- CCC(C)c1ccc(NC(=S)NCc2cccs2)cc1 (stereo unspecified)
    -2.5	8.8	-1.8	-15.9	1.1	25.5	-3.5	-3.1	0.3
- COC(=O)c1sccc1NC(=S)N1CCCCC1C (stereo unspecified)
    -4.8	0.5	2.8	-7.1	-0.1	-15.2	-15.5	-6.4	19.9
- CCOC(=O)C1CCN(S(=O)(=O)c2ccc3oc(=O)ccc3c2)CC1
    -1.0	-1.7	9.7	-5.1	1.1	-4.2	4.4	2.1	-23.1
- CCOc1ccc(NC(=O)c2c3c(nc4ccccc24)CCC3)cc1
    -5.7	10.0	-4.5	-25.4	-0.1	-3.6	-5.1	14.7	-3.7
- CS(=O)(=O)N(CC(=O)NCCSCc1c(F)cccc1Cl)c1cccc([N+](=O)[O-])c1
    8.4	0.6	12.5	-12.4	-0.3	5.1	1.7	2.3	0.3
